Screening data (PubChem BioAssay)
TDP1 block: qHTS Assay for Inhibitors of Tyrosyl-DNA Phosphodiesterase (TDP1) | Tyrosyl-DNA phosphodiesterase 1 (Homo sapiens), Q9NUW8 | 350,000 tested, 0.28% active | recombinant TDP1, AlphaScreen DNA substrate cleavage | AID 485290, 2010 | Potency, µM (highest dose often 130 µM), for inactives: at the top dose activity change, negative = inhibition, usual class: inhibitors; also: nearly all actives have a fitted effect of over 40% in size
Target sequence (Q9NUW8 whole entry, looked up): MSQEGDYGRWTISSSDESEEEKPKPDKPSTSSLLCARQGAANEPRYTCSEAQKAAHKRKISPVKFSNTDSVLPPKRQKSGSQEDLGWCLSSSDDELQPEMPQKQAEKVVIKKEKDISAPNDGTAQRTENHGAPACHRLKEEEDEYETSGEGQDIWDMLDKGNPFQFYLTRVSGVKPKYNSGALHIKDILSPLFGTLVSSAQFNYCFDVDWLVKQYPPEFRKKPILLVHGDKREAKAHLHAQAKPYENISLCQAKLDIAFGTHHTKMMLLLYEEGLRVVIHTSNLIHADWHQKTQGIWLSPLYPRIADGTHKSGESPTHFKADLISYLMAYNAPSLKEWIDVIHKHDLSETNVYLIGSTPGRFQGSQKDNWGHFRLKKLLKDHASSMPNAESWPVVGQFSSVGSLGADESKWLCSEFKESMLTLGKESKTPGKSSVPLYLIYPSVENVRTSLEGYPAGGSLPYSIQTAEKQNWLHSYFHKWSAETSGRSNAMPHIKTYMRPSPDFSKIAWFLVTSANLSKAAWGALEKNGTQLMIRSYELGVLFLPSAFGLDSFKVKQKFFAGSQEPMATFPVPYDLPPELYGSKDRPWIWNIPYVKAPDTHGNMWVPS
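Recombinant E. coli-expressed Tdp1 (1 nM) preincubated with compound 15 min at RT, then 5'-biotin/3'-phosphotyrosine-FITC DNA substrate (15 nM) added for 5 min. AlphaScreen beads (10 ug/ml) added, 10 min RT; tyrosine-FITC cleavage read as signal loss.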
DT40 TDP1 no CPT: qHTS for Inhibitors of human tyrosyl-DNA phosphodiesterase 1 (TDP1): qHTS in cells in absence of CPT | DT40 Tdp1-/- hTDP1 cells, no CPT, ATP luminescence, 48 h | Potency, µM (top dose mostly 46.2 µM), without a hit: at the top dose activity change, negative = growth inhibition, actives largely listed as inhibitors | 420,000 tested, 15% active | AID 686978, 2013; also: nearly all actives have a fitted effect of over 55% in size
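Stably hTDP1-transfected Tdp1-null chicken DT40 cells were treated with library compounds minus camptothecin and grown for at least 48 hr at 37 °C, after which cellular ATP was quantified by luminescence.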
DT40 TDP1 CPT: qHTS for Inhibitors of human tyrosyl-DNA phosphodiesterase 1 (TDP1): qHTS in cells in presence of CPT; Potency, µM (highest dose often 46.2 µM), for the others: at the top dose activity change, negative = growth inhibition, most hits filed as inhibitors; 420,000 tested, 12% active; chicken DT40 Tdp1-/-;hTDP1 cells + 20 nM CPT, ATP luminescence, 48 h; also: nearly all actives have a fitted effect of over 55% in size
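Cell growth measured by CellTiter-Glo luminescence after a minimum 48 h, 37 C compound exposure with 20 nM CPT in Tdp1-knockout DT40 cells stably expressing hTDP1, seeded 400/well; qHTS titration format.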
Numbers without * were called inactive; ? = inconclusive; . = no result given; & = joins results of further samples; [ ] = dose if it differs, or a comment. Calls follow the shape of the dose curve; as a rule, active = well fitted curve in the direction sought with a large enough effect; inconclusive = small, poorly fitted or top-dose-only effect, or another doubt; inactive = no such curve, though single readings can be large; an effect the other way counts as inactive or inconclusive. % is scaled to controls: 0 for no effect and ±100 for the full control effect; potency is read from the fitted curve at half-maximal effect. An unsorted share of the library. Share with any hit: about 18%.

1: CN1CCn2cnc(C(=O)Nc3ccc(CNC(=O)OC(C)(C)C)cc3)c2C1=O
2: COc1ccc(-n2c(=O)c(NC(=O)c3ccccc3)c3n(c2=S)CCCCC3)cc1
3: CCCC(CCC(=O)Nc1cccc([N+](=O)[O-])c1)C(=O)O (stereo not given)
4: Cc1ccc(N/C=C/C(=O)c2ccccc2)cc1Br
5: COc1ccc(OC)c(-c2csc(NC(=O)c3ccc(F)cc3)n2)c1
6: COc1ccc(C(=O)NCC(c2cccnc2)N2CCN(c3ccc(F)cc3)CC2)cc1 (stereo not given)

assay / compound	1	2	3	4	5	6
TDP1 block	.	-8%	2%	.	5%	10%
DT40 TDP1 no CPT	?	3%	0%	?	?	10µM*
DT40 TDP1 CPT	?	-11%	1%	-9%	7.3µM*	15µM*

As a working copy, some entries already given:
1: CN1CCn2cnc(C(=O)Nc3ccc(CNC(=O)OC(C)(C)C)cc3)c2C1=O
2: COc1ccc(-n2c(=O)c(NC(=O)c3ccccc3)c3n(c2=S)CCCCC3)cc1

assay / compound	1	2
TDP1 block	.	-8%
DT40 TDP1 no CPT	?	3%
DT40 TDP1 CPT	?	-11%

(listing goes on)
7: CC(=O)c1sc(=S)n(Cc2ccccc2)c1C
8: CC(C)C(=O)Nc1c(C(=O)N2CCN(c3ncccn3)CC2)oc2ccccc12
9: C=C1CCN([C@H](C(=O)NCc2cc(OC)c(OC)c(OC)c2)C(C)C)S(=O)(=O)c2ccccc21
10: CN(c1ccccc1)S(=O)(=O)c1ccc(Cl)c(C(=O)OCC(=O)NCc2ccco2)c1
11: C=CCc1ccc(OCCCCN2CCC(C)CC2)c(OC)c1
12: Cc1nc2sc(C(c3ccc(C(C)C)cc3)N3CCN(CCO)CC3)c(O)n2n1 (stereo not given)

assay / compound	7	8	9	10	11	12
TDP1 block	.	5%	.	.	8%	2%
DT40 TDP1 no CPT	-7%	-11%	-4%	0%	16µM*	-11%
DT40 TDP1 CPT	-17%	-23%	-1%	-17%	?	8%

13: COc1cccc(C2=CC(c3cccc(OC)c3OC(F)F)n3nnnc3N2)c1 (stereo not given)
14: Cc1ccc(CN2CCC(C3(c4ccccn4)NC(=O)N(CC4CCCO4)C3=O)CC2)cc1C (stereo not given)
15: CC(=O)N1CCC(N(C(=O)Nc2ccc(C)c(F)c2)C(C)C)CC1
16: CC(=O)Nc1ccc(NC(=O)C2CCN(S(=O)(=O)c3ccc4c(c3)OCCO4)CC2)cc1
17: O=C(COC(=O)C1CCC1)Nc1cc(S(=O)(=O)N2CCOCC2)ccc1Cl
18: O=C(Cn1cccc1C(=O)c1ccccc1)NCc1ccccc1Cl

assay / compound	13	14	15	16	17	18
TDP1 block	7%	.	6%	1%	.	3%&3%
DT40 TDP1 no CPT	?	-17%	-2%	-15%	4%	15%&-15%
DT40 TDP1 CPT	?	9%	3%	-10%	0%	0%&0%

19: Cc1cc(C)c2[nH]c(O)c(N=Nc3ccc(C(=O)O)cc3)c2c1
20: Cc1cc([N+](=O)[O-])ccc1NC(=O)c1cncc(Br)c1
21: O=C(COC(=O)CCc1nc2ccccc2s1)NCc1ccco1
22: CN(C)c1ncnc2c1ncn2[C@H]1CN(Cc2ccc(F)cc2)C[C@@H](CO)O1
23: C=CCn1cnc2c(nnn2-c2ccc(C)c(Cl)c2)c1=O
24: COc1ccc(/C=C/C(=O)NC(=S)NNC(=O)c2cccs2)cc1

assay / compound	19	20	21	22	23	24
TDP1 block	-5%[0.0935 µM]	2%	3%	.	-3%	11%
DT40 TDP1 no CPT	-8%	-17%	-2%	-23%	-5%	4.6µM*
DT40 TDP1 CPT	5%	3%	0%	-13%	-19%	6.5µM*

25: Cc1cc(-c2ccnc(-n3ncc(C(=O)N(C)Cc4nccs4)c3C)n2)c(C)s1
26: Cc1ccc(S(=O)(=O)N2CCCC2C(=O)OCc2ccccc2)cc1 (stereo not given)
27: COc1ccc(NS(=O)(=O)c2ccc(NC(=O)C3CCCO3)cc2)cc1 (stereo not given)
28: CN(C1(C)CCS(=O)(=O)C1)S(=O)(=O)c1cccc([N+](=O)[O-])c1 (stereo not given)
29: COC(=O)/C(=C/c1c[nH]c2ccccc12)NC(C)=O
30: CC(=O)c1ccc(N2CCN(S(=O)(=O)c3ccc4c5c3CC(=O)N5CC(C)S4)CC2)cc1 (stereo not given)

assay / compound	25	26	27	28	29	30
TDP1 block	.	3%	7%	-10%[0.505 µM]	-2%	6%
DT40 TDP1 no CPT	?	-24%	?	-4%	7%	21µM*
DT40 TDP1 CPT	-3%[9.04 µM]	-19%	?	-8%	1%	21µM*

31: COc1ccccc1Oc1ccc(S(=O)(=O)N2CCOCC2)cc1S(=O)(=O)N1CCOCC1
32: O=C(Nc1ccccc1C(=O)OCc1cc(=O)n2ccsc2n1)c1cccc(F)c1
33: CCCC1NC(=S)N(C2CCCCC2)C1=O (stereo not given)
34: CCCNC(=O)c1nnsc1S(=O)c1ccc(Cl)cc1 (stereo not given)
35: Cc1nc2ccccc2c(=O)n1/N=C/c1ccccc1Cl
36: O=C(O)c1cncc(Br)c1

assay / compound	31	32	33	34	35	36
TDP1 block	0%[56.1 µM]	-1%	0%	0%	.	-3%
DT40 TDP1 no CPT	-21%	12µM*	?	0.52µM*	-24%	6%
DT40 TDP1 CPT	8%	18µM*	-16%	0.41µM*	-6%	0%

37: C=CCN1C(=O)CSC1=Nc1cccc(O)c1
38: CCN(CC)S(=O)(=O)c1ccc(NC(=O)CO/N=C(\N)c2ccccc2)cc1
39: S=c1[nH]nc(-c2ccccn2)n1/N=C/c1ccc(Br)s1
40: CCNC(=O)c1ccccc1NC(=O)C1CC(=O)N(C(C)C)C1 (stereo not given)
41: O=C(O)c1ccccc1N(Cc1ccccc1)C(=O)COc1ccccc1
42: Cc1cccc(CN2CCN(C3CN(Cc4cn(Cc5ccc(F)cc5)nn4)S(=O)(=O)C3)CC2)c1 (stereo not given)

assay / compound	37	38	39	40	41	42
TDP1 block	2%	1%	-6%	5%	.	.
DT40 TDP1 no CPT	-9%	-19%	-8%	11%	-5%	?
DT40 TDP1 CPT	-6%	?	5%	7%	1%	?

43: CC(=O)N1CCc2c(sc(NC(=O)C3COc4ccccc4O3)c2C(N)=O)C1 (stereo not given)
44: Cc1ccccc1C(=O)Nc1ccc(-c2nc3ccc(C(=O)c4ccccc4)cc3[nH]2)cc1
45: Cc1nc(NC(=O)c2ccc3c(c2)OCCO3)ccc1Br
46: O=C(NCc1cccnc1)/C(=C/c1ccco1)NC(=O)c1ccccc1
47: CC(=O)Nc1ccc(S(=O)(=O)c2ccc(C)cc2)cc1
48: O=C(NCCc1ccccc1)c1cccc(NC(=O)C2CC2)c1

assay / compound	43	44	45	46	47	48
TDP1 block	4%	5%	-5%	-2%	-2%	.
DT40 TDP1 no CPT	?	5.2µM*	?	-5%	0%	-5%
DT40 TDP1 CPT	21µM*	9.2µM*	-16%	-24%	1%	7%

49: CN(C(=O)c1ccc2c(c1)CCN2S(C)(=O)=O)c1ccccc1
50: OC(CN1CCN(Cc2ccccc2)CC1)c1ccc(Br)cc1 (stereo not given)
51: S=C(Nc1ccc(Cl)cc1)NN1CCOCC1
52: COc1cccc(NC(=O)Cn2c(=O)n(Cc3ccc(F)cc3)c(=O)c3sc4ccccc4c32)c1
53: CCOC(=O)C(CCC(=O)O)(CCC(C)C)c1csc(N)n1 (stereo not given)
54: Cc1cc(Br)ccc1SCC(=O)OCC(=O)NC1CC1

assay / compound	49	50	51	52	53	54
TDP1 block	3%	.	5%	6%	-6%	3%
DT40 TDP1 no CPT	-9%	-23%	-4%	-18%	14%	8%
DT40 TDP1 CPT	-9%	4%	4%	?	1%	6%

55: CCOc1ccc(NC(=O)CN(c2ccccc2OCC)S(=O)(=O)c2ccccc2)cc1
56: N=P(N1CCOCC1)(N1CCOCC1)C12CC3CC(CC(C3)C1)C2
57: CCOC(=O)c1cc(NC(=O)CC(C)(C)CC(=O)O)ccc1N1CCCCC1
58: O=C(NCc1ccco1)C(=O)NCC1OCCN1C(=O)c1ccc(Cl)cc1 (stereo not given)
59: COc1cccc(CNC(=O)c2ccc3nc(N4CCCCC4)sc3c2)c1OC
60: Cc1ccc(S(=O)(=O)N2CC(O)CC2C(=O)Nc2ccc3c(c2)CCC3)cc1 (stereo not given)

assay / compound	55	56	57	58	59	60
TDP1 block	2%[2.28 µM]	-2%	3%	.	-1%	2%
DT40 TDP1 no CPT	18µM*	1%	-12%	-15%	?	-12%
DT40 TDP1 CPT	?	9%	-5%	-5%	?	?

61: Cc1cc(C)cc(N(CCC(=O)O)S(=O)(=O)c2ccc3ccccc3c2)c1
62: CCS(=O)(=O)c1ncc(N(Cc2ccco2)Cc2sccc2C)c(C(=O)Nc2ccc(C)cc2C)n1
63: C=CCOC(=O)CCCC(=O)NC1CCCCC1
64: Nn1c(SCC(=O)NC2CCCCC2)nnc1C1CC1
65: COc1ccc2c(c1)CCCN2C(N)=Nc1ccc(Cl)cc1
66: O=C1SC(c2ccccc2)=C/C1=C\N1CCCCC1

assay / compound	61	62	63	64	65	66
TDP1 block	1%	7%	-2%	0%	.	10%
DT40 TDP1 no CPT	-4%	?	-14%	-2%	23µM*	-13%
DT40 TDP1 CPT	-6%	?	-25%	-2%	?	-8%

67: COc1ccc(NC(=O)Nc2cc(NC(=O)Nc3ccc(OC)cc3)c(C)nc2C)cc1
68: O=C(CN1C(=O)NC2(CCCCCC2)C1=O)N1CCN(S(=O)(=O)c2ccc(Cl)cc2)CC1
69: COC/C=C/C1=CC2=CC(=O)C(C)(OC(=O)c3cnc4ccccc4n3)C(=O)C2=CN1Cc1ccc(OC)cc1 (stereo not given)
70: COc1ccc(OC)c(NC(=O)Cn2cnc3c(cnn3-c3ccccc3)c2=O)c1
71: CSc1nnc(-c2ccc(S(=O)(=O)N3CCOCC3)cc2)n1C
72: O=C(COc1ccc(F)c(Cl)c1)N1CCCCCCC1

assay / compound	67	68	69	70	71	72
TDP1 block	3%	-1%	8%[12.3 µM]	3%	15%	.
DT40 TDP1 no CPT	4%	-21%	?	-19%	-18%	?
DT40 TDP1 CPT	-3%	?	23µM*	-11%	-3%	-13%

73: COc1ccccc1C(O)P(=O)(OC(C)C)c1ccc(N(C)C)cc1 (stereo not given)
74: COc1ccccc1NC(=O)CNC(=O)Cn1c(C)cc2ccccc2c1=O
75: COc1ccc(CNC(=S)N2CCN(Cc3ccccc3)CC2)cc1
76: O=C(Nc1cccc(NC(=O)c2c(F)cccc2F)n1)c1c(F)cccc1F

assay / compound	73	74	75	76
TDP1 block	8%	0%	.	.
DT40 TDP1 no CPT	-3%	-8%	?	?
DT40 TDP1 CPT	-18%	2%	?	-9%

Among those listed so far, ten contain two or more sulfur atoms.
7: CC(=O)c1sc(=S)n(Cc2ccccc2)c1C
24: COc1ccc(/C=C/C(=O)NC(=S)NNC(=O)c2cccs2)cc1
25: Cc1cc(-c2ccnc(-n3ncc(C(=O)N(C)Cc4nccs4)c3C)n2)c(C)s1
28: CN(C1(C)CCS(=O)(=O)C1)S(=O)(=O)c1cccc([N+](=O)[O-])c1 (stereo not given)
30: CC(=O)c1ccc(N2CCN(S(=O)(=O)c3ccc4c5c3CC(=O)N5CC(C)S4)CC2)cc1 (stereo not given)
31: COc1ccccc1Oc1ccc(S(=O)(=O)N2CCOCC2)cc1S(=O)(=O)N1CCOCC1
34: CCCNC(=O)c1nnsc1S(=O)c1ccc(Cl)cc1 (stereo not given)
39: S=c1[nH]nc(-c2ccccn2)n1/N=C/c1ccc(Br)s1

assay / compound	7	24	25	28	30	31	34	39
TDP1 block	.	11%	.	-10%[0.505 µM]	6%	0%[56.1 µM]	0%	-6%
DT40 TDP1 no CPT	-7%	4.6µM*	?	-4%	21µM*	-21%	0.52µM*	-8%
DT40 TDP1 CPT	-17%	6.5µM*	-3%[9.04 µM]	-8%	21µM*	8%	0.41µM*	5%

62: CCS(=O)(=O)c1ncc(N(Cc2ccco2)Cc2sccc2C)c(C(=O)Nc2ccc(C)cc2C)n1
71: CSc1nnc(-c2ccc(S(=O)(=O)N3CCOCC3)cc2)n1C

assay / compound	62	71
TDP1 block	7%	15%
DT40 TDP1 no CPT	?	-18%
DT40 TDP1 CPT	?	-3%
